IAP activation – activators of mouse IAP, confirmation, biochemical, luminescence, single concentration (AID 434970); intestinal alkaline phosphatase [Mus musculus]; purified mouse IAP, CDP-Star luminescence, 30 min; hits give low values; activity change, negative = activation, % at 10 µM; 11,000 tested, 2.9% active; in the data active = activity change below about -85%;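 note: percent relative to enzyme plus DMSO wells and wells without enzyme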
IAP activation Fold change – further read-out of IAP activation, marked with its call; activation factor; measured here: IAP activation factor; hits give high values;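 fold luminescence change scaled to plate control wells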
* = called active by the depositor. A portion of the library; rates above refer to the full screens.

IAP activation Fold change,IAP activation,SMILES
1.56,-56.0,COC(=O)c1ccc(NC(=S)NC2CC3CCC2C3)cc1 (configuration not stated)
1.08,-7.7,CCN(CC)C(=O)[C@H]1C[C@H](CC(=O)NCCCOC)C(=O)N2CCc3c([nH]c4cc(-c5ccco5)ccc34)[C@]12C
1.07,-6.6,CC(=O)Nc1ccc(S(=O)(=O)N2CCN(C(C)CCc3ccccc3)CC2)cc1 (configuration not stated)
0.97,3.0,O=C(CCn1nnc2ccccc21)Nc1nnc(COc2ccccc2F)s1
1.1,-10.1,CCOc1ccc(S(=O)(=O)Nc2cc(OC)c(OC)cc2C(=O)O)cc1
0.962,3.8,N#CCSc1nnc(Cc2ccc3c(c2)OCO3)o1
1.09,-9.2,Cc1ccc(S(=O)(=O)N2CCN(S(=O)(=O)c3ccccc3Br)CC2)cc1
0.973,2.7,CCNc1nc(NC(C)C)nc(Oc2ccc(OCc3ccccc3)nn2)n1
0.786,21.4,COc1ccc(C2C(C#N)=C(N)N(c3sc4c(c3C#N)CCCC4)C3=C2C(=O)CC(C)(C)C3)cc1 (configuration not stated)
0.822,17.8,O=C(Oc1c(Br)cc(C(=S)N2CCOCC2)cc1Br)c1ccc(Cl)cc1
1,-0.3,CCCC(=O)NCCc1ccc(F)cc1
0.935,6.5,COc1ccc(CCNC(=O)CCCCCN2C(=O)c3ccccc3C2=O)cc1
0.944,5.6,O=C(NC1CCCC1)NS(=O)(=O)c1ccccc1Cl
1.05,-4.7,CC(C)C(=O)Nc1nnc(CSCc2ccccc2F)s1
0.924,7.6,CCCC(=O)Nc1ccc(C(=O)NCCCn2ccnc2)cc1
1.84,-84.1,S=C(NCCC(c1ccccc1)c1ccccc1)Nc1ccccc1Cl
0.962,3.9,COc1ccc(C2CC(=O)C3=C(C2)Nc2ncnn2C3c2ccccc2C)cc1 (configuration not stated)
1.07,-6.8,CC(C)(C)NC(=O)C(c1ccc(-c2ccccc2)cc1)N(C[C@H]1CC[C@@H]([C@@H]2CC[C@H](CO)O2)O1)C(=O)c1ccccc1F (some centres not stated)
1.03,-3.2,CC(=O)NC1(C(Cl)(Cl)Cl)Oc2ccccc2O1
0.952,4.8,COc1ccccc1OCCOc1ccc(/C=C2/C(=N)N3OC(C)=CC3=NC2=O)cc1OC
1.08,-7.6,CCn1cc(C(=O)NCCCOC)c2cc(OC)c(OC)cc2c1=O
0.949,5.1,CCN(CC)S(=O)(=O)c1cc([N+](=O)[O-])ccc1NNC(=O)Nc1ccccc1
0.901,9.9,O=C(CCn1c(=O)[nH]c2ccsc2c1=O)N1CCN(c2cccc(Cl)c2)CC1
0.217,78.3,O=C(CCN1C(=O)/C(=C/c2ccco2)SC1=S)Nc1ccc(O)cc1C(=O)O
0.94,6.0,Cc1cccc(-n2nnnc2SC(C)C(=O)NCCC2=CCCCC2)c1 (configuration not stated)
1.05,-4.5,O=C(NCCCN1CCCC1=O)c1ccc(OCc2ccccc2)cc1
0.936,6.3,CC(C)C1=Nc2cccc3cccc(c23)N1
1.16,-16.1,COc1ccc(CCNC(=O)COC(=O)c2ccco2)cc1OC
1.08,-7.8,O=C(COc1c(F)c(F)cc(F)c1F)NC(=O)NC1CCCC1
0.983,1.7,O=C1CCCc2c1cc(C(=O)NCc1ccco1)c(=O)n2-c1ccccc1
0.943,5.7,O=C(ON=C1CCN(S(=O)(=O)c2ccccc2)CC1)c1cccc(Cl)c1
0.949,5.2,CCOC(=O)C1=CNS(=O)(=O)NC1c1ccc(C(=O)OC)cc1 (configuration not stated)
0.857,14.3,COc1ccc(N=C/C=C2\C=C(c3ccccc3)OC(C)(C)O2)cc1
1.02,-1.9,CC(C)c1nnc(SCC(=O)Nc2ccc3c(c2)OCO3)n1C
1.13,-12.6,Cc1cccc(Cn2cnc3c(NS(C)(=O)=O)c(C)c(C)cc32)c1
0.945,5.5,CC(C)(C)c1cc(NC(=O)COc2ccc(Br)cc2)n(-c2ccccc2)n1
1.04,-4.2,O=C(c1csc2c1CCCC2)N1CCN(c2ccc(F)cc2)CC1
1.13,-13.2,O=C(O)CC(O)C(=O)O (configuration not stated)
0.933,6.7,COC(=O)CSc1nc2cc(OC)ccc2cc1C#N
1.14,-14.2,CC[C@@H]1C(c2cccc(C)c2)=NN(c2ccccc2)[C@H]1C(=O)N1CCOC1=O
0.554,44.6,CC(=O)Oc1cc(O)c2c(=O)c(OC(C)=O)c(-c3ccc(OC(C)=O)c(OC(C)=O)c3)oc2c1
0.251,74.9,O=C1CC(=O)N(Cc2ccco2)C(=S)N1
0.982,1.7,COc1ccc(C2/C(=C(/O)c3ccccc3)C(=O)C(=O)N2CCN2CCOCC2)c(OC)c1 (configuration not stated)
1.13,-12.6,CC[C@]12c3[nH]c4ccc(OC)cc4c3CCN1C(=O)C(CC(=O)NCc1ccc(OC)c(OC)c1)C[C@@H]2C(=O)N1CCN(C(=O)C2CC2)CC1 (some centres not stated)
0.928,7.2,FC(F)(F)c1ccc2nnc(-c3c(Cl)cccc3Cl)n2c1
1.06,-6.2,c1cncc(-c2nnc3n2N=C(c2cccs2)CS3)c1
0.906,9.4,O=c1c2c3c(sc2nc2n1CCCCC2)CCCC3
1.01,-0.8,COc1ccc(-c2nn(C)c3sc(C(=O)N4CCOCC4)cc23)cc1OC
0.974,2.6,Cc1ccc(Cl)cc1NC(=O)COC(=O)C1CCCCC1
0.906,9.4,COc1cc(CN(C)Cc2ccccc2)cc(OC)c1O
0.932,6.8,COc1cccc(CNC(=O)c2ccc(NC(=O)C3CCCO3)cc2)c1 (configuration not stated)
0.768,23.2,Cc1c(CCOC(=O)c2cccc([N+](=O)[O-])c2)sc[n+]1CC(=O)c1ccccc1
0.974,2.6,CCCC(=O)Nc1cccn(Cc2ccccc2Br)c1=O
0.96,4.0,CC(NC(=O)Nc1cccnc1)(C(F)(F)F)C(F)(F)F
0.137,86.3,Cc1ccc(/C=C2\SC(=S)N(/N=C/c3cc([N+](=O)[O-])ccc3O)C2=O)o1
1.01,-1.4,FC(F)(F)c1ccc(Sc2nnc(-c3cccs3)n2CC2CCCO2)nc1 (configuration not stated)
1.04,-3.7,O=C1C2=C(NC(=S)NC2c2ccc(Cl)cc2)NC(c2ccc(Cl)cc2)N1c1ccc(Cl)cc1 (configuration not stated)
1.13,-13.2,CCCn1c(=O)c(-c2ccccc2)c(O)c2ccccc21
1.02,-2.2,CN(C)C(=O)CCc1ccc2c3c([nH]c2c1)[C@]1(CCC2CCCC2)[C@@H](C(=O)N2CCOCC2)C[C@H](CC(=O)NCc2ccco2)C(=O)N1CC3
1.13,-12.9,CC1=C(C(=O)OC(C)C)C(c2ccc(N(C)C)cc2)C2=C(CC(C)(C)CC2=O)N1 (configuration not stated)

Further entries
IAP activation Fold change,IAP activation,SMILES
1.09,-9.3,CCCN=C1N(C)C[C@@H]2[C@@H]3C(=O)N(Cc4ccccc4)C(=O)[C@@H]3[C@](CC)(C(=O)OC)N12
1.05,-4.8,CNCc1ccc(OCc2ccccc2)c(OC)c1
0.934,6.6,Cc1cccc2c1nc(-c1ccccc1)n1cnnc21
1.02,-2.1,CCCC(=O)Nc1cccc(-c2nc3ccccc3o2)c1
0.972,2.9,CCOC(=O)CSc1nnc(Cc2ccccc2)n1-c1cccc(Cl)c1
0.958,4.2,CCn1nnnc1SCC(=O)Nc1ccc(OC)cc1
1.06,-6.2,Cc1cccc(N2CCN(C(=O)Cn3c(=O)[nH]c4ccsc4c3=O)CC2C)c1 (configuration not stated)
0.909,9.1,Cc1cccc(C(=O)Nc2ccc(O)cc2)c1
0.977,2.3,CCOC(=O)c1[nH]c(C)c(CN(CCc2ccccc2)C(=O)CCC(=O)O)c1C
2.47*,-147.5*,COc1cc(NC(=O)NCC2CCN(Cc3ccccc3Cl)CC2)cc(OC)c1OC
0.945,5.5,CCOC(=O)C(C)Sc1nnc(-c2ccccc2O)n1Cc1ccccc1 (configuration not stated)
0.897,10.3,COc1ccccc1CN1CCN(S(=O)(=O)c2ccccc2)CC1
1.2,-19.8,O=c1oc2c3c4c(cc2c(C(F)(F)F)c1CCN1CCOCC1)CCCN4CCC3
1.04,-4.5,CCC1CCCCN1S(=O)(=O)c1ccc2c(c1)CCN2C(=O)C1CCC1 (configuration not stated)
1.51,-50.8,COC(=O)c1ccc(NC(=S)NC2CCc3ccccc32)cc1 (configuration not stated)
0.976,2.4,CN(C)C(=O)CCc1ccc2c3c([nH]c2c1)[C@]1(C)[C@@H](C(=O)N2CCOCC2)C[C@H](CC(=O)NCCN2CCOCC2)C(=O)N1CC3
1.33,-33.3,O=C(NCc1ccccc1)C(c1ccc(F)cc1)N(Cc1ccc2c(c1)OCO2)C(=O)Cn1nnc(-c2cccs2)n1 (configuration not stated)
1.11,-11.4,Cc1[nH]c(=O)c(C#N)cc1-c1ccccc1
1.05,-5.3,O=C(Nc1ccc2nc(-c3ccc4nc[nH]c4c3)[nH]c2c1)c1cccs1
0.871,12.9,O=C(NCc1nc2ccccc2[nH]1)c1cccc(S(=O)(=O)N2CCCC2)c1
1.09,-9.2,Cc1ccc2nc(NCc3ccccc3)c(C=O)c(=O)n2c1
0.976,2.5,COc1ccc(NC(=O)C2CCN(c3nnnn3-c3ccccc3)CC2)cc1
1.1,-10.2,CCOc1ccc(C(=O)NCCCN2CCCC2=O)cc1
0.899,10.1,Cc1ccc(C2=NC(C)(C)N=C2SCC(=O)Nc2ccc(Cl)cc2)cc1
1.01,-0.8,COc1cc(OC)c2ccc(=O)oc2c1C(CCN1CCOCC1)c1ccc2c(c1)OCO2 (configuration not stated)
0.899,10.1,CCCn1nnc(NC(=O)c2ccc(-c3cccc(Cl)c3)o2)n1
0.984,1.6,O=[n+]1c2c(n([O-])c3ccccc31)CCC2
0.912,8.8,CCCn1nnnc1SCC(=O)N1CCN(C(=O)c2ccco2)CC1
0.986,1.4,Cc1ccccc1NC(=O)CCN1CCCCCC1
0.949,5.2,CC(=O)c1c(C)[nH]c(C(=O)Nc2ccc(C)cn2)c1C
1.03,-2.7,CN(C)S(=O)(=O)Oc1ccsc1C(=O)Nc1ccccc1Cl
0.988,1.2,CCOC(=O)Nc1ccc(NS(=O)(=O)c2ccc(C)cc2)cc1
0.865,13.4,Cc1sc2c(c1C)CN(C1CC(C)(C)NC(C)(C)C1)CN2C(=O)c1ccco1
0.956,4.3,COC(=O)[C@H](CCSC)NC(=O)Cn1cnc(C(=O)Nc2ccc(C)c(C)c2)n1
0.877,12.3,O=C(N/N=C\c1ccc(Sc2ccccn2)o1)c1cccc(Br)c1
1.07,-7.4,COc1ccc(CNC(=O)C2CC(c3ccc(C(F)(F)F)cc3)=NO2)cc1 (configuration not stated)
1.12,-12.2,CC12COC3(C(=O)Nc4nccs4)CC1CCC32C (configuration not stated)
1.07,-7.5,CN(C)c1cc(N)c2ccccc2n1 (tested in a mixture with another compound)
0.913,8.7,COc1ccccc1C1CC(=O)Oc2cc(C)c(Br)c(C)c21 (configuration not stated)
1.04,-4.2,COc1ccc(-c2noc(-c3ccc(Cl)cc3)n2)cc1
0.997,0.3,NC(=O)c1ccsc1NC(=O)CN1C(=O)C2CC=CCC2C1=O (configuration not stated)
0.99,1.0,CCOc1ccc(S(=O)(=O)N2Cc3ccccc3CC2C(=O)NCCCn2ccnc2)cc1 (configuration not stated)
1.07,-7.1,COc1cc2c(c(OC)c1OC)C(c1ccc3c(c1)OCO3)CC(=O)O2 (configuration not stated)
1.09,-9.2,COc1ccc(C2C(C(=O)N3CCN(c4ccccc4F)CC3)c3ccccc3C(=O)N2C)cc1 (configuration not stated)
0.921,7.8,CCn1c(C)cc2c(c1=O)C(c1ccccc1Br)C(C#N)=C(N)O2 (configuration not stated)
1.01,-0.6,CCOC(=O)c1c(N)sc(C(N)=O)c1C
1.16,-16.1,CCN(CC)C(=O)[C@H]1C[C@H](CC(=O)NCc2ccc(OC)c(OC)c2)C(=O)N2CCc3c([nH]c4ccc(Cl)cc34)[C@]12C
0.943,5.7,CCn1c(CNc2ccc(OC)cc2)nnc1SCC(=O)N1CCCc2ccccc21
0.968,3.2,CN(C)c1nc(N)nc(Cn2ccnc2)n1
1,-0.2,CC1(c2ccccc2)NC(=O)N(CC(=O)Nc2cccc(C#N)c2)C1=O (configuration not stated)
0.926,7.4,CC1(C)Cc2nc3oc4c(NCc5ccccc5)ncnc4c3cc2CO1
1.03,-3.4,CC1CCC(NC(=O)CN2CCC(n3nnc4cc(F)ccc43)CC2)CC1 (configuration not stated)
1.74,-73.8,O=C(Nc1ccc(F)cc1)Nc1cccc(Br)c1
2.18*,-118.3*,O=C(CCCc1ccccc1)Nc1ccnn1C1CCN(Cc2ccc(Cl)cc2)CC1
0.913,8.6,CCC(=O)N1CCCc2cc(S(=O)(=O)N3CCN(c4ccccn4)CC3)ccc21
0.907,9.2,COc1ccc2c(c1)CC/C(=C\c1ccc(OC)c(Cn3cccn3)c1)C2=O
0.982,1.8,CCOC(=O)C(NCc1ccc(F)cc1)(NC(=O)c1ccccc1)C(F)(F)F (configuration not stated)

Assay outcomes (PubChem BioAssay)
